Giardia FBPA inh – Giardia lamblia aldolase inhibition | AID 2451 | Potency, µM (top dose mostly 59.6 µM), for inactives: at the top dose activity, negative = inhibition, hits mostly inhibitors | purified Giardia FBPA | hit rate 0.71% among 290,000 | A8B2U2; also: potency is read from the fitted curve at half-maximal effect; nearly all actives have a fitted effect of over 55% in size
Target sequence (A8B2U2 whole entry, looked up): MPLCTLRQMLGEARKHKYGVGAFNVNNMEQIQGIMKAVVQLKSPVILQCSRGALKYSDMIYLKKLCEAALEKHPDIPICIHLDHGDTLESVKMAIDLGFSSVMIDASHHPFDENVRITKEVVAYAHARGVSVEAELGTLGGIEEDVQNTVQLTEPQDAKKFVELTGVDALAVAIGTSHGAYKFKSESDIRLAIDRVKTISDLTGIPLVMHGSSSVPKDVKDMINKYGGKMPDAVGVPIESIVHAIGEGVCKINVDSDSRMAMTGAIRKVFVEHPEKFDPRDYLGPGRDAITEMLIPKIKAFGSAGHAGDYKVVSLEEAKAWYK
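Giardia FBPA (40 nM reagent) was preincubated 10 min at RT with compound (up to 57.5 uM final), then substrate plus GAPDH/TPI/NAD/arsenate coupling system with diaphorase/resazurin was added; resorufin fluorescence (525/598 nm) was read after 20 min.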
Sm TGR block – blocks Schistosoma mansoni thioredoxin glutathione reductase | Q962Y6 | Potency, µM (highest dose often 114 µM), for the others: at the highest dose activity change, negative = inhibition, usual class: inhibitors | purified TGR, DTNB reduction, TNB absorbance 405 nm | AID 485364 | hit rate 3% among 360,000; also: potency is read from the fitted curve at half-maximal effect; nearly all actives have a fitted effect of over 60% in size
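Kinetic colorimetric format: TGR-catalysed, NADPH-driven DTNB reduction monitored via TNB absorbance. Enzyme dispensed at 20 nM; compound exposure 15 min at room temperature before reaction start.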
HCMV antiviral – blocks human cytomegalovirus replication; HFF cells, HCMV-luciferase reporter, 72 h; active compounds read low; activity change, negative = inhibition, % at 57.5 µM; hit rate 4.5% among 410,000; in the data active = activity change below about -60%; inconclusive = no clear call, values can overlap the other calls; inactive = above about -39%
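Cell-based, HFFs, 1000 cells/well, 16 h 37C; cpds in DMSO + HCMV-luc, MOI 1 PFU/cell; 72 h 37C; OneGlo luminescence after 5 min RT; norm. to buffer vs Salinomycin 10uM.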
AmpC inh detg – blocks E. coli AmpC beta-lactamase in detergent assay | AmpC hydrolysis of nitrocefin, absorbance 480 nm, 0.01% Triton | P00811 | Potency, µM (titrated, usually from 114 µM), inactives show top-dose activity change, negative = inhibition, actives largely listed as inhibitors | hit rate 0.041% among 370,000 | AID 485294;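 also: potency is read from the fitted curve at half-maximal effect; 0% = no-compound wells and -100% = no-enzyme wells; nearly all actives have a fitted effect of over 25% in size; some results filed as inactive show a strong effect at the top dose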
Target sequence (P00811 whole entry, looked up): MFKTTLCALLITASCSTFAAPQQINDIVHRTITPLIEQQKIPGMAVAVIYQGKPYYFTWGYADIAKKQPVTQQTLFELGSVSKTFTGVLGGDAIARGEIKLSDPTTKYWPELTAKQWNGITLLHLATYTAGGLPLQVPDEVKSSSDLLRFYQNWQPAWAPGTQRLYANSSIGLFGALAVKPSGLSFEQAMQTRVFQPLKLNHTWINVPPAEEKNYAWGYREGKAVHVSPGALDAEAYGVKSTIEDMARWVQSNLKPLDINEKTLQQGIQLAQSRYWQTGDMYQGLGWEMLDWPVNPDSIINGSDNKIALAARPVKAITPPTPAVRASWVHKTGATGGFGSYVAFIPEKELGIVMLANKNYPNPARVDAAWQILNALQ
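20 mM phosphate pH 7.0 + 0.01% (detergent screen) or 0.0001% Triton X-100; 5.3 nM AmpC reagent; cpd preinc 15 min RT; nitrocefin (800 uM stock) to start; A480 q20 s × 4 min; Activity was normalised to no-enzyme and no-compound control wells.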
AmpC no deterg – inhibitors of E. coli AmpC beta-lactamase without detergent; AmpC nitrocefin hydrolysis, absorbance 480 nm, 0.0001% Triton; hit rate 0.52% among 330,000; Potency, µM (top dose mostly 57.1 µM), for inactives: at the top dose activity change, negative = inhibition, actives largely listed as inhibitors; P00811;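 also: potency is read from the fitted curve at half-maximal effect; plate controls were no compound for no effect and no enzyme for full effect; nearly all actives have a fitted effect of over 20% in size; some results filed as inactive show a strong effect at the top dose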
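20 mM phosphate pH 7.0 + 0.01% (detergent screen) or 0.0001% Triton X-100; 5.3 nM AmpC reagent; cpd preinc 15 min RT; nitrocefin (800 uM stock) to start; A480 q20 s × 4 min; Activity was normalised to no-enzyme and no-compound control wells.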
AMA1-RON2 inh – AMA1-RON2 (P. falciparum) interaction inhibition. AlphaScreen AMA1-biotinylated RON2 peptide binding. AID 720542. hit rate 0.2% among 360,000. Potency, µM (series often up to 58.2 µM), for the others: at the top dose activity change, negative = inhibition, hits mostly inhibitors;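 also: potency is read from the fitted curve at half-maximal effect; 0% = vehicle wells and -100% = peptide control; nearly all actives have a fitted effect of over 45% in size; some results filed as inactive show a strong effect at the top dose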
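AMA1 (3D7) with his tag at 25 nM final met compounds first, then biotinylated RON2 peptide at 25 nM; detection used donor plus acceptor beads, 10 µg/mL apiece, read by AlphaScreen after 30 min at room temperature.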
* hit, by the source's call; ? = inconclusive; . = no result given; & = joins results of further samples; [ ] = another dose, or the depositor's remark. Unless noted, calls follow the shape of the dose curve; as a rule, active = well fitted curve in the direction sought with a large enough effect; inconclusive = small, poorly fitted or top-dose-only effect, or another doubt; inactive = no such curve, though single readings can be large; an effect the other way counts as inactive or inconclusive. Unless noted, % is scaled to controls: 0 for no effect and ±100 for the full control effect.

SMILES	Giardia FBPA inh	Sm TGR block	HCMV antiviral	AmpC inh detg	AmpC no deterg	AMA1-RON2 inh
COc1cccc(NC(=O)C2CCN(S(=O)(=O)c3cc(-c4noc(C)n4)ccc3C)CC2)c1	.	-1%	-72*	-2%	.	.
O=C(COc1c(Br)cc(Br)c2cccnc12)N1CCCCC1	?	-31%	146	-3%	-2%	45%[activator]
Cc1ccccc1NC(=O)C(C)n1c2ccccc2c2nc(=O)cc(C)n21 (stereo unspecified)	2%	-3%	-1	-5%	3%	0%
O=C(COC(=O)/C=C/c1ccc(Cl)c(Cl)c1)NC1CCCC1	.	-1%	10	-7%	-15%	-2%
CCCN(CC1CC1)C(=S)Nc1ccc(Oc2ccccc2)cc1	2%	4%	?	8%	-34%	10%
Cc1nc(C(F)(F)F)c(C(=O)NC(=O)Nc2ccc(OC(F)(F)F)cc2)s1	8%	-2%	38	-13%	16%	2%
Cc1ccccc1OCCNC(=O)/C=C/c1ccccc1	3%	-14%	?	0%	3%	-6%
O=C(NCCc1ccc(Cl)cc1)c1cc(=O)[nH]c2ccccc12	-3%	-7%	-20	-5%	-9%	3%
COc1ccccc1NC(=S)NNC(=O)c1nn(C)c(C)c1Br	?	0%	-22	3%	-20%	58%[activator]
Cc1ccc(CNC(=O)C(=O)NCCC2=CCCCC2)cc1	5%	-7%	?	-5%	-16%	0%
COCCCN1CN=C(NS(=O)(=O)c2ccc(C)cc2)NC1	-2%	4%	40	7%	-9%	-1%
COc1ccc(/C=C/C(=O)OCC(=O)N2CCc3ccccc32)cc1	.	-11%	-8	-14%	-9%	-4%
CC(c1ccccc1)c1nnc(NC(=O)Nc2ccccc2F)s1 (stereo unspecified)	12%	-2%	1	0%	-44%	-9%
CCOC(=O)c1c(S(=O)(=O)N(C)Cc2ccco2)c(C)n(C)c1C	.	0%	-39	-3%	9%	8%
CCOC(=O)c1cnn2cc(-c3[nH]ncc3[N+](=O)[O-])cnc12	-17%	-12%	-11	-3%	-39%	8%
COc1ccc(CN2CCn3nc(C(=O)NC4CC4)cc3C2=O)cc1	1%	10%	-38	0%	-13%	-7%
O=C(Nc1ccnn1C1CCN(Cc2ccc(OC(F)F)cc2)CC1)C1CCCC1	.	-4%	-23	-4%	126%[activator]	10%
Clc1cccc(CSc2nncn3c2cc2sccc23)c1	.	1%	?	15%	.	.
COc1ccc(NC(=O)Cc2csc(COc3cccc(C)c3)n2)c(OC)c1	.	2%	2	7%	.	.
CCN1CCN(CCCNC(=O)C2c3ccccc3C(=O)N(C)C2c2ccc(OC)cc2)CC1 (stereo unspecified)	3%	-13%	-32	1%	4%	8%
COc1cc2nc(C3CCC3)n(NC(=O)C3CCC(OC)CC3)c(=O)c2cc1OC (stereo unspecified)	1%	0%	56	-4%	2%	3%
COc1ccccc1CCC(=O)N1CCC(n2nccc2NC(=O)CC(C)C)CC1	.	-13%	?	-1%	58%	8%
Cc1cccc(-c2nc3ccc(C(=O)N4CCC5(CC4)OCCO5)cc3nc2-c2cccc(C)c2)c1	.	-8%	-17	0%	176%[activator]	-6%
CCN(c1ccccc1)S(=O)(=O)c1cc(C(=O)Nc2cccc(Cl)c2)ccc1F	1%	-10%	-95*	-1%	-21%	5%
CCCCCC/C=C/c1ccc(OC)c([C@H]2[C@H]3C=CC[C@@H](C)[C@@H]3C(=O)N2Cc2ccccc2)c1	4%	?	14	-12%	-14%	14%
COC(=O)Cn1c(C)nc([N+](=O)[O-])c1Br	3%	6.3µM*	33	-14%	-7%	4%
Cc1cc(C)cc(NC(=S)N2CCCC2)c1	.	0%	6	1%	-8%	-4%
COc1ccccc1CCNC(=O)C1(C)CC1(Cl)Cl (stereo unspecified)	2%	8%	6	2%	-5%	-3%
Cc1ccc2c(c1)CC(C)N2S(=O)(=O)c1nnc(NC(=O)CC(C)C)s1 (stereo unspecified)	.	-12%&-9%	-12&42	-1%&-2%	-23%	-6%
O=C(NCc1cccs1)c1cc(-c2cccs2)on1	2%	-1%	51	-7%	-2%	7%

Laid out differently: results already given
smiles | Giardia FBPA inh | Sm TGR block | HCMV antiviral | AmpC inh detg | AmpC no deterg | AMA1-RON2 inh
COc1ccccc1CCC(=O)N1CCC(n2nccc2NC(=O)CC(C)C)CC1 | . | -13% | ? | -1% | 58% | 8%
CCCCCC/C=C/c1ccc(OC)c([C@H]2[C@H]3C=CC[C@@H](C)[C@@H]3C(=O)N2Cc2ccccc2)c1 | 4% | ? | 14 | -12% | -14% | 14%
CCN(c1ccccc1)S(=O)(=O)c1cc(C(=O)Nc2cccc(Cl)c2)ccc1F | 1% | -10% | -95* | -1% | -21% | 5%
Cc1cccc(-c2nc3ccc(C(=O)N4CCC5(CC4)OCCO5)cc3nc2-c2cccc(C)c2)c1 | . | -8% | -17 | 0% | 176%[activator] | -6%
COc1ccccc1NC(=S)NNC(=O)c1nn(C)c(C)c1Br | ? | 0% | -22 | 3% | -20% | 58%[activator]
COc1cccc(NC(=O)C2CCN(S(=O)(=O)c3cc(-c4noc(C)n4)ccc3C)CC2)c1 | . | -1% | -72* | -2% | . | .

Later entries
SMILES	Giardia FBPA inh	Sm TGR block	HCMV antiviral	AmpC inh detg	AmpC no deterg	AMA1-RON2 inh
COc1cccc(OC)c1OCCCOc1ccc([N+](=O)[O-])cc1Cl	2%	-1%	?	-6%	-6%	2%
Cc1ccc(C2=NN(CC(=O)NCc3cccs3)C(=O)CC2)cc1	3%	0%	-20	2%	-1%	6%
CCOC(=O)c1ccc(NC(=S)N2CCN(c3ccc(N4CCOCC4)nn3)CC2)cc1	6%	-1%	-31	-3%	-9%	4%
Cc1ccccc1OCCC(=O)Nc1cc(S(=O)(=O)N2CCOCC2)ccc1OC(C)C	.	-17%	?	2%	162%[activator]	-4%
O=C(CSc1nnc2ccc3ccccc3n12)N1CCOCC1	-5%	2%	-1	-1%	-1%	-4%
O=C(NCC1CCCO1)c1cccc(S(=O)(=O)N2CCOCC2)c1 (stereo unspecified)	.	-22%	109	1%	192%[activator]	10%
CC(=O)Oc1ccc(C(=O)Nc2cccc3c2CCCC3)cc1	-1%	1%	39	1%	-5%	-11%
CC(C(=O)N1CCc2ccccc21)N(C)CC(=O)Nc1ccccc1Cl (stereo unspecified)	.	-1%	-26	1%	41%[activator]	23%
Cc1nn(S(=O)(=O)N(C)C)c(C)c1CN1C(=O)c2ccccc2C1=O	1%	9%	-5	2%	-16%	-6%
CCC(C)NCCCOc1ccc([N+](=O)[O-])cc1 (stereo unspecified)	-29%	0%	-17	?	-23%	-21%
CCC(=O)N1CCc2cc(Br)cc(S(=O)(=O)CCC(=O)N3CCN(c4cccc(C(F)(F)F)c4)CC3)c21	.	-12%	-6	-6%	.	.
CCOC(=O)c1ccccc1NC(=O)CSc1c(C)cnc2c1c(=O)n(C)c(=O)n2C	.	7%	-9	2%	.	.
Cc1cccc(-n2ccc(=O)c(C(=O)Nc3ccc(S(=O)(=O)Nc4onc(C)c4C)cc3)n2)c1	.	-1%	7	0%	-50%	-6%
CCN(Cc1cnn(C)c1)C(=O)C1CCC(=O)N(CCc2ccc(OC)cc2)C1 (stereo unspecified)	.	4%	0	-5%	0%	-10%
CCOc1ccc(CCNC(=O)CSCC(=O)Nc2ccc(OC)cc2)cc1OCC	.	-5%	0	-8%	11%	8%
CC(C)(C)C(=O)Nc1ccc(C(=O)COC(=O)C2CC2)cc1	.	8%	-9	-10%	-10%	-8%
CNC(=O)c1c(NC(=O)CS(=O)(=O)c2ccccc2)sc(C)c1C	.	?	-4	-17%	-5%	-10%
COc1cccc(NC(=O)CCN2CCOCC2)c1	?	0%	-15	2%	-4%	0%
COc1ccc(NC(=O)c2cccc(OC(=S)N3CCOCC3)c2)cc1	-7%	11%	-6	0%	-13%	9%
NS(=O)(=O)c1cccc(NC(=O)CSc2nc3ccccc3[nH]2)c1	0%	4%	-33	9%	-31%	11%
CCOC(=O)N1CCN(C(=O)/C(=C/c2ccc(N(C)C)cc2)NC(=O)c2ccccc2)CC1	.	-15%	?	-13%	68%[activator]	-4%
Cn1c(=O)c2ncn(CC(=O)Nc3nc(-c4ccc(Cl)cc4)cs3)c2n(C)c1=O	4%	-2%	-22	3%	-32%	5%
Cc1nc(C(F)(F)F)c(C(=O)N/N=C(\N)c2cccnc2)s1	?	5%	-24	-10%	-21%	72%[activator]
CN(CC(=O)Nc1ccc(F)cc1)C(=O)COC(=O)C1CCN(c2ccc(C(F)(F)F)cn2)CC1	.	-10%	24	?	101%[activator]	-4%
Cc1ccn2c(Nc3c(C)cccc3C)c(-c3ccc(Cl)s3)nc2c1	.	-1%	-12	-4%	.	.
CCOc1ccc(C(=O)NCC(=O)NCC(c2ccc(OC)cc2)N2CCOCC2)cc1OCC (stereo unspecified)	.	0%	-8	?	-6%	39%[activator]
c1ccc(CN=C2NN=C(c3cc4ccccc4o3)CS2)cc1	11%	-4%	-1	0%	-42%	0%
CC(C)CC(=O)Nc1ccccc1Oc1ccccc1	8%	0%	10	2%	-5%	12%
CCCCN(C(=O)CSCC(=O)Nc1cccc(C)c1)c1c(N)n(Cc2ccccc2)c(=O)[nH]c1=O	.	0%	-18	?	18%	4%
O=C(NCc1cccnc1)c1ccc(-c2ccccc2[N+](=O)[O-])o1	-30%	-7%	-20	0%	-14%	2%
O=C(CCC1N=C2c3ccccc3N=C(SCc3cccc(Cl)c3)N2C1=O)NCCc1ccccc1 (stereo unspecified)	.	3%	-4	-4%	.	.
COc1ccc(NC(=O)Nc2cccc3ccccc23)c(OC)c1	.	0%	-27	-8%	1%	-18%
O=C(N/C=C/c1ccco1)NCc1ccccc1	-10%	25µM*	-29	-6%	-39%	11%
O=C(CSc1nccn1Cc1ccc(Cl)cc1)NCc1ccccc1	.	-4%	-18	9%	.	.
CSCC(C)N1CCC(n2nccc2NC(=O)CCOc2ccccc2)CC1 (stereo unspecified)	.	-2%	32	7%	3%	-27%
O=C1c2ccccc2C(=O)N1OCc1c(F)cccc1Cl	-9%	.	?	0%	-1%	0%
Cc1cccc2cc(C#N)c(N3CCC(O)CC3)nc12	-17%	-20%	-29	5%	20%	0%
CSc1ccccc1NC(=O)CO/N=C(\C)c1cc2ccccc2o1	6%	3%	?	?	11%	9%
Cc1c(NC(=O)COC(=O)/C=C/c2ccccc2Br)c(=O)n(-c2ccccc2)n1C	.	-3%	8	1%	0%	0%
CN1CCN(C(=S)c2ccc(N(C)C)cc2)CC1	16µM*	-1%	-108*	?	-13%	-19%
COc1ccc(C2N(C(=O)c3ccccc3)CCN2C(=O)c2ccccc2)cc1	-9%	-1%	3	2%	-4%	-3%
O=C(COc1ccc(Cl)cc1Cl)N1CCCC1	2%	5%	-22	-9%	0%	36%[activator]
COC(=O)C1CC(c2ccc(Cl)cc2)=NO1 (stereo unspecified)	1%	-4%	-19	-2%	0%	-13%
COc1ccc(C(=O)Nc2ccnn2C2CCN(CCC(C)c3ccc(C)o3)CC2)cc1 (stereo unspecified)	.	?	11	3%	-1%	-5%
O=C(COc1ccccc1[N+](=O)[O-])Nc1cccc(C(=O)Nc2ccccc2C(=O)O)c1	.	-10%	19	-1%	21%	-13%

An unsorted share of the library; overall some 7.8% were active at least once.
